TRPV1 agonist: HTS Assay for Compounds that Act as Agonists of the Vanilloid Receptor 1 | Transient receptor potential cation channel subfamily V member 1 (Homo sapiens), Q8NER1 | TRPV1-expressing cells, Fluo-8 calcium influx, agonist mode | activation, % at 8.33 µM | 320,000 tested, 0.19% active | AID 540275, 2011; in the data active = activation above about 80%; inconclusive = between about 30% and that limit; note: 0% is about no effect
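Cells expressing TRPV1 were dye-loaded with Fluo-8 and read kinetically: 10 s baseline, 3 min after compound (agonist portion), then 2 min after EC20 capsaicin (allosteric enhancer portion). Calcium-bound dye fluorescence at 480/520 nm.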
NPC1 prom act: qHTS Assay for NPC1 Promoter Activators. 320,000 tested, 2.4% active. Huh7 NPC1 promoter luciferase reporter, 24 h. AID 485313, 2010. Potency, µM (series often up to 9.22 µM), for the others: top-dose activation, hits mostly activators;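 note: potency is the fitted concentration of half-maximal effect; % of control where 0% means no effect; nearly all actives have a fitted effect of over 60% in size; reporter is driven by a mutant NPC1 promoter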
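Readout is luciferase luminescence, reflecting NPC1 promoter activation in stably transfected Huh7 cells after 24 h compound exposure at 37 °C in reduced-serum medium with 10% FBS.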
BRCA1 expr up: qHTS Assay to Identify Small Molecule Activators of BRCA1 Expression | MCF7-BRCA1-FFLuc reporter, luminescence, 48 h; response scale: scaled: vehicle 0%, 10 µM genistein 100% | 380,000 tested, 1.1% active | Potency, µM (highest dose often 46.1 µM), inactives show at the top dose activation, usual class: activators; note: potency is the fitted concentration of half-maximal effect; nearly all actives have a fitted effect of over 80% in size; some results filed as inactive show a strong effect at the top dose
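MCF7-BRCA1-FFLuc, 2000 cells/well; 2 h attach, 37 °C/5% CO2; compound 48 h; luciferase substrate 15 min; luminescence end-point. Norm. to genistein 10 microM max activation and DMSO; concentration-response curves fitted.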
ELG1 genotox: qHTS screen for small molecules that induce genotoxicity in human embryonic kidney (HEK293T) cells expressing luciferase-tagged ELG1; Potency, µM (doses to about 46 µM), without a hit: top-dose activity change, positive = activation, hits mostly activators; 330,000 tested, 1.3% active; HEK293T ELG1-luciferase reporter, luminescence, 16 h; AID 504466, 2011; note: potency is the fitted concentration of half-maximal effect; % of control where 0% means no effect; nearly all actives have a fitted effect of over 60% in size
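After overnight (16 hr) compound treatment at 37 °C, ELG1-luciferase HEK293T cells were lysed with ONE-Glo; luminescence quantified 30 min later at room temperature.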
RORg inh: qHTS for inhibitors of ROR gamma transcriptional activity; Nuclear receptor ROR-gamma (Mus musculus), P51450; Drosophila S2 Gal4-RORgamma UAS-luciferase reporter, 20 h; Potency, µM (doses to about 53.6 µM), for the others: at the top dose activity change, negative = inhibition, hits mostly inhibitors; 310,000 tested, 5.4% active; AID 2551, 2010; note: potency is the fitted concentration of half-maximal effect; % is set by controls: 0 for no effect and ±100 for the full control effect; nearly all actives have a fitted effect of over 60% in size
Target sequence (P51450 whole entry, looked up, the tested form may be a part): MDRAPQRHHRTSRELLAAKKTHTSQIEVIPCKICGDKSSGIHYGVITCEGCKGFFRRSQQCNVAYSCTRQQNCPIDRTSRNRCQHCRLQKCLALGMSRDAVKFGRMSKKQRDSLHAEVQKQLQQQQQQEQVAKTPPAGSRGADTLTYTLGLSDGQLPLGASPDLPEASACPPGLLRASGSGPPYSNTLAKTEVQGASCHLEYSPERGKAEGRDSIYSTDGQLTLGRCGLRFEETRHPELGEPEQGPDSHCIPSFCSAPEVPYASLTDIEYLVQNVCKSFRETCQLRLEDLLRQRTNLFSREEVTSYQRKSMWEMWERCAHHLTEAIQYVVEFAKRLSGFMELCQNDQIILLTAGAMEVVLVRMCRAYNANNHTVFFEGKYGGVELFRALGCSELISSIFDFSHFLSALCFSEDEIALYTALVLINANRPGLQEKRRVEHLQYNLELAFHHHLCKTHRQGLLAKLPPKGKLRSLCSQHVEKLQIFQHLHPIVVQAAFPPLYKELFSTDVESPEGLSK
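Compounds are pin-transferred onto Drosophila Schneider cells expressing a copper-inducible Gal4–ROR gamma transactivation domain fusion. After 1 hr, copper sulfate is added to 700 uM final; luciferase is read 20 hr later.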
ELG1 repair inh: qHTS screen for small molecules that inhibit ELG1-dependent DNA repair in human embryonic kidney (HEK293T) cells expressing luciferase-tagged ELG1. HEK293T ELG1-luciferase reporter, luminescence, 16 h; DNA damage induced by 5-fluorouridine. Potency, µM (doses to about 46.1 µM), inactives show at the top dose activity change, negative = inhibition, most hits filed as inhibitors. 330,000 tested, 2.3% active. AID 504467, 2011; note: potency is the fitted concentration of half-maximal effect; % is set by controls: 0 for no effect and ±100 for the full control effect; nearly all actives have a fitted effect of over 55% in size
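In this reporter screen, reduction of luminescence relative to DMSO vehicle indicated activity. Compounds and 5-fluorouridine were added together to 2,000 cells per well, incubated for 16 hr at 37 °C, then developed with ONE-Glo.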
Tb PFK block: qHTS Assay to Find Inhibitors of T. brucei phosphofructokinase; Potency, µM (highest dose often 57.5 µM), without a hit: top-dose activity, negative = inhibition, usual class: inhibitors; T. brucei PFK, ADP-Glo luminescence; ATP-dependent 6-phosphofructokinase (Trypanosoma brucei brucei), O15648; 330,000 tested, 0.17% active; AID 485367, 2010;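 note: potency is the fitted concentration of half-maximal effect; 0% = uninhibited 1x PFK enzyme wells and -100% = no-enzyme wells; nearly all actives have a fitted effect of over 60% in size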
Target sequence (O15648 whole entry, looked up): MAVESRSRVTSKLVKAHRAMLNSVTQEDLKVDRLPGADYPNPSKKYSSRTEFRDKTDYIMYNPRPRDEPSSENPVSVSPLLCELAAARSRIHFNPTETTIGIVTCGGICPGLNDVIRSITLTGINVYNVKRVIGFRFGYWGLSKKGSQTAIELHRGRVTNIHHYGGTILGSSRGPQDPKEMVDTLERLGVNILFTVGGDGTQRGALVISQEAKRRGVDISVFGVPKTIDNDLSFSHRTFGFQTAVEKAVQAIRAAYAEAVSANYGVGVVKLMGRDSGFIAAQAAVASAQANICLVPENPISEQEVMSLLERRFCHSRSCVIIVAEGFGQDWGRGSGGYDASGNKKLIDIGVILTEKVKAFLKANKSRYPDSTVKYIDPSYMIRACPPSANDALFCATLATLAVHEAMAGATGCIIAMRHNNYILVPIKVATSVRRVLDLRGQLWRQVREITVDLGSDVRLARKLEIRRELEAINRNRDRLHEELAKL
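PFK 1.25 nM, F6P 0.5 mM, ATP 0.1 mM, 0.1 M TEA pH 8.0, 5 mM MgCl2, 0.01% Tween20, 0.1% BSA; 45 min RT. ADP-Glo readout. qHTS titration up to 57 uM; curves fitted, compounds curve-classed.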
FLuc counter: qHTS profiling assay for firefly luciferase inhibitor/activator using purifed enzyme and Km concentrations of substrates (counterscreen for miR-21 project); Luciferin 4-monooxygenase (Photinus pyralis), P08659; purified FLuc, Km substrates, luminescence inhibition; Potency, µM (top dose mostly 57.5 µM), for inactives: top-dose activity change, negative = inhibition, most hits filed as inhibitors; 360,000 tested, 6.9% active;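 note: potency is the fitted concentration of half-maximal effect; plate controls were vehicle for no effect and reference inhibitor for full effect; nearly all actives have a fitted effect of over 55% in size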
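Biochemical qHTS of compounds, final roughly 60 µM downward over six points, against 10 nM purified firefly luciferase using Km concentrations of substrates (10 uM D-luciferin, 10 uM ATP) in Tris acetate pH 7.5 buffer; luminescence output.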
Rab9 prom act: qHTS Assay for Rab9 Promoter Activators. 320,000 tested, 2.8% active. AID 485297, 2010. Huh7 Rab9 promoter-luciferase reporter, luminescence, 24 h. Potency, µM (series often up to 9.22 µM), without a hit: at the highest dose activation, negative = inhibition, most hits filed as activators; note: potency is the fitted concentration of half-maximal effect; % of control where 0% means no effect; nearly all actives have a fitted effect of over 60% in size
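Rab9 promoter-driven luciferase in stably transfected Huh7 cells; 1500 cells/well rested 2 h, exposed to compound in DMSO for 24 h at 37 °C, 5% CO2. Luminescence read 10 min after adding luciferase reagent at ambient temperature.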
p53 reactivator: qHTS assay for re-activators of p53 using a Luc reporter. H1299 p53-A138V BP100-luciferase reporter, luminescence, 24 h. Potency, µM (highest dose often 92.2 µM), for the others: at the top dose activity change, positive = activation, usual class: activators. 320,000 tested, 0.063% active. AID 504706, 2011; note: potency is the fitted concentration of half-maximal effect; % of control where 0% means no effect; nearly all actives have a fitted effect of over 45% in size
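p53-null H1299 cells stably carrying temperature-sensitive p53-A138V and a BP100-luciferase reporter were pinned with compounds (4-point, 1:5 series) and held 24 hrs at 37 deg C. Luminescence was read 10 min after detection reagent.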
Gal4-VP16 FLuc: VP16 counterscreen qHTS for inhibitors of ROR gamma transcriptional activity | 310,000 tested, 3.5% active | Potency, µM (series often up to 53.6 µM), for the others: at the top dose activity, negative = inhibition, actives largely listed as inhibitors | Drosophila S2 Gal4-VP16 UAS-luciferase, luminescence, 20 h | AID 2546, 2010;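 note: Gal4-VP16 expression switched on by copper sulfate through the metallothionein promoter; potency is the fitted concentration of half-maximal effect; % is set by controls: 0 for no effect and ±100 for the full control effect; nearly all actives have a fitted effect of over 50% in size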
* hit, by the source's call; ? = inconclusive; . = no result given; & = joins results of further samples; [ ] = remark or other dose. Unless noted, calls come from the whole dose curve; as a rule, active = well fitted curve in the direction sought with a large enough effect; inconclusive = small, poorly fitted or top-dose-only effect, or another doubt; inactive = no such curve, though single readings can be large; an effect the other way counts as inactive or inconclusive.

SMILES	TRPV1 agonist	NPC1 prom act	BRCA1 expr up	ELG1 genotox	RORg inh	ELG1 repair inh	Tb PFK block	FLuc counter	Rab9 prom act	p53 reactivator	Gal4-VP16 FLuc
CCOC(=O)c1ccc2c(c1)nc(SCC(=O)NC(C)C)n2CC	0	18%	-1%	-5%	-31%	11%	3%	2%	13%	1%	-1%
Cc1ccc(C)c(NC(=O)CN(C)C(=O)c2cc3c(s2)CCCCC3)c1	?	1%	-25%	8%	.	9%	-3%	-3%	1%	10%	.
CCN(CC)CCn1c2c(c(SCC(=O)Nc3nccs3)nc1=O)CCCC2	-3	2%	-19%	1%	.	11%	-1%	9%	-2%	3%	.
COc1ccc(C(=O)Nc2c(Cl)cc(Cl)cc2C(=O)N2CCOCC2)cc1	-8	0%	2%	2%	-14%	7%	-2%	2%	2%	9%	8%
CC(=O)c1ccc(OCc2cc(C(=O)NCCN3CCCC(O)C3)no2)cc1 (centres undefined)	0	-3%	-20%	-1%	13%	9%	0%	4%	-1%	9%	2%
CC(=O)C1=C(O)C(=O)N(CCC(=O)O)C1c1ccc(Cl)cc1Cl (centres undefined)	6	3%	3%	2%	-1%	-3%	-9%	0%	-3%	1%	-5%
COc1ccc2nc(SCC(=O)NN)cc(C)c2c1	-7	-9%	10%[1.84 µM]	6%	-37%	-16%	1%	-1%	14%	-18%	1%
CCOC(=O)C1(Cc2ccccc2)CCCN(Cc2ccc(OCC)c(CO)c2)C1 (centres undefined)	14	1%	-11%	-12%	10%	-2%	0%	0%	-12%	1%	-5%
Cc1noc(C)c1S(=O)(=O)Nc1ccc(C(=O)N2CCN(c3cccc(Cl)c3)CC2)cc1	-4	0%	-28%	-5%	27%	-4%	-9%	-2%	-2%	-3%	14%
CN(c1ccccc1)S(=O)(=O)c1ccc(C(=O)Nc2ncccc2O)cc1	-2	6%	-28%	0%	.	0%	-3%	-21%	13%	14%	.
CC(CCc1ccccc1)NC(=O)CN1C(=O)NC2(CCCCC2C)C1=O (centres undefined)	0	-5%	3%	2%	.	?	-5%	-2%	-3%	-2%	.
C/C(CC(=O)Nc1cc(C)ccn1)=N\NC(=O)c1ccc(C)cc1	5	-2%	11%	7%	?	24%	2%	-14%	2%	5%	18%
Cc1c(C)c2c(OCC(=O)N[C@@H](C(=O)O)c3ccccc3)cc3c(c2oc1=O)CCC(C)(C)O3	-2	-1%	6%	1%	14%	22%	5%	-2%	1%	.	6%
O=C1CCCCCN1CP(=O)(O)CN1CCCCCC1=O	0	-4%	-2%	1%	7%	2%	2%	1%	-3%	-1%	0%
Cc1ccc(S(=O)(=O)c2nc(-c3ccco3)oc2SCC(N)=O)cc1	-1	-4%	-24%	7%	-20%	-6%	-4%	5%	-4%	-3%	4%
Cn1c(SCC(=O)NC2CC2)nnc1C1CC1	1	0%	0%	1%	-6%	?	0%	-3%	1%	28%	-2%
CN1N=C(C(=O)N2CCc3c([nH]c4ccccc34)C2c2ccccc2Cl)CCC1=O (centres undefined)	-1	14%	-6%	?	15%	?	6%	15µM*	5µM*	11%	22%
C=CCN1C(=O)/C(=C2/Sc3ccccc3N2C)SC1=Nc1c(C)n[nH]c1C	-3	2%	2%	0%	-3%	?	0%	7%	-3%	-11%	-17%
CCOC(=O)C(=O)N1CCN(c2nc(-c3ccc(Cl)cc3)cs2)CC1	?	1%	4%	0%	6%[1.91 µM]	-3%	0%	?	15%	.	27%
COc1cc(NC(=O)c2ccc(Cl)cc2)c(OC)cc1Cl	10	21%	-57%	5%	8%	7%	-3%	?	0%	0%	7%
CN(CC(=O)Nc1ccccc1Br)C(=O)CNC(=O)c1cccs1	2	-5%	-7%	0%	.	5%	-3%	-3%	-1%	4%	.
COCCCNCCCCOc1ccc(OCc2ccccc2)cc1	0	?	27%	?	-22%	?	1%	?	24%	0%	-13%
CN1CCN(CCC(=O)Nc2ccc3c(c2)OCO3)CC1	-6	-2%	-2%	2%	-4%	20%	4%	5%	-3%	7%	-16%
Cc1c(NC(=S)N/N=C/c2ccc(O)cc2)c(=O)n(-c2ccccc2)n1C	-6	-7%	19%	0%	-39%	5%	1%	-12%	0%	1%	0%
CCCn1c(N)c(N(CCOC)C(=O)/C=C/c2ccc(C(=O)OC)cc2)c(=O)[nH]c1=O	-3	1%	0%	2%	-4%	20%	7%	5%	1%	-2%	-3%
CCOC(=O)c1ccc2c(c1)N(CC)C(=O)c1ccccc1S2	-2	-6%	-20%	-7%	-4%	-28%	-1%	0%	0%	-2%	-4%
Cc1ccc(CNC(=O)Nc2ccccc2)c(C)c1	?	2.5µM*	?	18µM*	-11%	?	-5%	2.7µM*	3.2µM*	?	-12%
Cc1ccc2c(c1)N(CC(=O)N1CCN(c3nc4ccccc4s3)CC1)C(=O)C(C)O2 (centres undefined)	1	5%	-20%	-7%	20%	-28%	22%	1%[2.3 µM]	0%	11%	5%
C[C@@H](NC(=O)CN1C(=O)c2ccccc2S1(=O)=O)c1ccccc1	4	-6%	-8%	-1%	3%	2%	-2%	2%	-2%	8%	-1%
Nc1cc(C(Cl)=C(Cl)Cl)c(S(N)(=O)=O)cc1S(N)(=O)=O	0	1%	12%	5%	-12%	9%	-2%	4%	1%	-3%	0%
CCCCCCN(C(=O)CCCCCN1C(=O)NC(c2ccc(C(C)(C)C)cc2)C(C(=O)OCc2ccccc2)=C1C)C(C(=O)NCCCC)c1ccc(OCC(=O)OC)c(C(=O)OC)c1 (centres undefined)	-2	-6%	.	-8%	2%&10%	?	0%	2%	-2%	-15%	1%&3%
CCC1(CC)C(=O)N=C2c3ccccc3C(=O)N21	1	8%	-23%	2%	0%[10 µM]	1%	3%	0%	-8%	-4%	-4%
Cc1cccc(C)c1NC(=O)C1CCCN1C(=O)Nc1cccc(F)c1 (centres undefined)	3	3%	-15%	-6%	-4%	0%	3%	-4%	0%	1%	5%
Cc1cc(C)c2sc(N(CCN(C)C)C(=O)c3ccc4ccccc4c3)nc2c1	0	-2%	6%	-5%	1%	-6%	2%	1%	-2%	7%	1%
COc1cccc(NC(=O)CN2C(=O)C(c3ccc(C)cc3)=NC23CCCCCC3)c1	-2	-4%	-2%	-2%	72%	-13%	9%	0%	-4%	8%	-3%
CC1CCCC(C)N1C(=O)COC(=O)c1cc(F)c(F)cc1Cl (centres undefined)	.	.	-4%	-1%	.	0%	4%	.	.	5%	.
Cc1c(C(=O)NCc2cccnc2)sc2ncn(CC(=O)N3CCCCC3C)c(=O)c12 (centres undefined)	0	-3%	-2%	-8%	13%	-13%	1%	-2%	-5%	-13%	7%
Cc1ccc(S(=O)(=O)/N=C(\N)c2ccc(Cl)cc2)cc1	10	-1%	-24%	-3%	43%	?	-7%	-3%	-3%	-2%	-5%
CCn1nc(C(=O)Nc2ccc(Cl)c(S(=O)(=O)N3CCOCC3)c2)c2ccccc2c1=O	3	-4%	-35%	-6%	.	?	0%	-3%	-7%	-12%	.
CN(C)c1ccc(NC(=O)CCCCCn2nnc3ccccc3c2=O)cc1	2	6%	-16%	2%	2%	7%	-4%	-17%	20%	11%	-3%
CCCn1c(=O)c2ccccc2n2c(SCC(=O)c3ccccc3)nnc12	-2	-2%	16%	-7%	-18%	-13%	-6%	-2%	1%	7%	5%
CC(=O)n1ccnc1	1	-1%	0%	4%	2%	-16%	-7%	4%	5%	.	1%
Nn1cc(-c2ccccc2)nc1SCC(=O)NCC(F)(F)F	0	-3%	3%	2%	-20%	-7%	0%	-2%	-10%	0%	-5%
O=c1[nH][nH]cc1C=Nc1ccccc1Cl	2	-1%	-6%	-1%	5%	-6%	0%	?	-3%	-1%	-5%
CN(C)S(=O)(=O)c1ccc(N2CCCC2)c(C(=O)Nc2nc3ccc(F)cc3s2)c1	9	-3%	-27%	5%	?	?	1%	-17%	0%	23%	12%

Assay outcomes: PubChem BioAssay, National Center for Advancing Translational Sciences (NCATS)
